Screening results (PubChem BioAssay)
Bcl-XL Bim block = human Bim-Bcl-XL interaction inhibition; 0.04% of 190,000 active; Q07817; AID 1007; inhibition, % at 10 µM; Bim peptide-Bcl-XL binding, bead flow cytometry, fluorescence
Bfl-1 Bim block = inhibitors of Bim-Bfl-1 interaction, human; 0.12% of 190,000 active; inhibition, % at 10 µM; Bead-based flow cytometry, Bim-Bfl-1 binding inhibition;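 also: 0% = wells without compound plus tracer and 100% = blocker peptide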
Bcl-W Bim block = human Bim-Bcl-W interaction inhibition. bead-based flow cytometry, Bim peptide-Bcl-W binding. inhibition, % at 10 µM. Q92843. AID 952. 0.02% of 190,000 active;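 also: 0% = bound tracer without compound and 100% = peptide blocker; higher means less fluorescent Bim peptide bound to Bcl-W beads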
RGS8-Gao = modulates binding of RGS8 to human Galphao; P09471; response (percent of control binding), % at 10 µM; 0.34% of 220,000 active; multiplexed bead flow cytometry; actives lie on both sides; in the data active = response below about 60% or above about 140%; inactive = in between;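 also: Galphao activated as the GDP aluminium fluoride complex binding bead-coupled RGS8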
Bim-Bcl-B = disrupts Bim peptide binding to human Bcl-B; 0.073% of 190,000 active; inhibition, % at 10 µM; Q9HD36; bead-based flow cytometry;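 also: 0% = tracer peptide without compound and 100% = reference inhibitor peptide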
ABCB1 block = human ABCB1 inhibition, ABCG2 as counter-screen; P08183; CCRF-Adr cells, JC-1 efflux, flow cytometry; inhibition, % at 6.6 µM; 0.067% of 190,000 active; AID 1326; in the data active = inhibition above about 40%;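 also: 0% = vehicle and 100% = reference inhibitor; higher value means more JC-1 retained so stronger ABCB1 efflux block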
Target sequence (P08183 whole entry, looked up): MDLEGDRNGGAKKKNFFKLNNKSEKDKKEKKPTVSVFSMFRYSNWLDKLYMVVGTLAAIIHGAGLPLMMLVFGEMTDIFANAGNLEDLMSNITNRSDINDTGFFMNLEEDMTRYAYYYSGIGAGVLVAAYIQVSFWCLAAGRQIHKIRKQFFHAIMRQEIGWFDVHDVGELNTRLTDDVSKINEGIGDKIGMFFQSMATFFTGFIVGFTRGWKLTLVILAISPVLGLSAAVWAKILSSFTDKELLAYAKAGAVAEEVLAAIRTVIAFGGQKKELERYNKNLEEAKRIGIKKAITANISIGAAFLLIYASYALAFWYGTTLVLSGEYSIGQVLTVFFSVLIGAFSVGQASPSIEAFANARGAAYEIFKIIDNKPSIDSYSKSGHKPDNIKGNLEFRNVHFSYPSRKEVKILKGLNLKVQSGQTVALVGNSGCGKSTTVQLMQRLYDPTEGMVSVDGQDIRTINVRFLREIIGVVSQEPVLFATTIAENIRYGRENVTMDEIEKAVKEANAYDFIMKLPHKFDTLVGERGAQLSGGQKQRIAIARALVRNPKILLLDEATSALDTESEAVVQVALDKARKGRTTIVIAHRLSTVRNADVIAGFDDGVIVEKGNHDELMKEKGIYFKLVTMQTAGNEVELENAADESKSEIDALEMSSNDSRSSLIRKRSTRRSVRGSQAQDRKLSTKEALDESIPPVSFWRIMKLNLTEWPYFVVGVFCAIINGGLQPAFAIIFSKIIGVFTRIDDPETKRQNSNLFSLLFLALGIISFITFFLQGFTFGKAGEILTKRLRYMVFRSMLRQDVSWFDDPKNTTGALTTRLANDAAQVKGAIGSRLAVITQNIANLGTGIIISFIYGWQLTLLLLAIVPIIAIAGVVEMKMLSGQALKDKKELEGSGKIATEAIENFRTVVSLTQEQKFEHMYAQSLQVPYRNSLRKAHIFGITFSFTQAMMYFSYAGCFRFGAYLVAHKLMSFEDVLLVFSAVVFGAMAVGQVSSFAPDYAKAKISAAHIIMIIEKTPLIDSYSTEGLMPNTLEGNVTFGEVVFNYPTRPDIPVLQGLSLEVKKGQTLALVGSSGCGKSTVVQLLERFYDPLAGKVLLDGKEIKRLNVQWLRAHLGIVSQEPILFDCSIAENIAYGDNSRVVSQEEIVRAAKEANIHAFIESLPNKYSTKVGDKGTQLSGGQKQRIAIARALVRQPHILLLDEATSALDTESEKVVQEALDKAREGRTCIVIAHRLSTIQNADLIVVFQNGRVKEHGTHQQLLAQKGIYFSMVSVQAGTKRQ
Mcl-1 Bim block = disrupts Bim peptide binding to human Mcl-1 | inhibition, % at 10 µM | 0.1% of 190,000 active | AID 1009 | Bead-based flow cytometry, Bim peptide-Mcl-1 binding;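 also: 0% = no compound tracer wells and 100% = peptide blocker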
RGS7-Gao = regulators of human RGS7-Galphao interaction. P09471. Multiplexed bead flow cytometry, RGS7-Galphao binding; actives lie on both sides. binding response (% of control), % at 10 µM. 0.35% of 220,000 active; in the data active = binding response below about 49% or above about 150%; inconclusive = no clear call, values can overlap the other calls; inactive = in between;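 also: fluorescent Galphao held in activated GDP-AlF4 state binding bead-coupled RGS7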
Bim-Bcl-2 = human Bim-Bcl-2 interaction inhibition; Bead-based flow cytometry, Bim peptide-Bcl-2 binding; inhibition, % at 10 µM; 0.06% of 190,000 active; AID 950; in the data active = inhibition above about 40%; inconclusive = no clear call, values can overlap the other calls;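 also: 0% = no compound wells with probe peptide and 100% = reference peptide inhibitor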
RGS4-Gao reg = modulates binding of RGS4 to human Galphao | P09471 | Multiplexed bead flow cytometry; actives lie on both sides | binding response (% of control), % at 10 µM | 0.33% of 220,000 active; in the data active = binding response below about 49% or above about 150%; inactive = in between;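 also: fluorescent Galphao activated with aluminum fluoride binding bead-coupled RGS4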
ABCG2 inh = human ABCG2 inhibition, ABCB1 as counter-screen; Q9UNQ0; IgMXP3 cells, JC-1 efflux, flow cytometry; inhibition, % at 6.6 µM; 0.1% of 190,000 active;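 active = inhibition above 80%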;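 also: 0% = DMSO and 100% = nicardipine control wells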
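Measure – % inhibition of efflux relative to nicardipine and DMSO · Test system – ABCG2 IgMXP3 and barcoded ABCB1 CCRF-Adr cell mix · Control set – nicardipine as high control, DMSO as low control · Compound – one concentration, 6.6 µM final · Signal – flow cytometry of retained JC-1 fluorescence · Timing – 10 min exposure at 25 °C with rotation, no wash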
* = called active by the depositor; ? = inconclusive. Rule as the data show it, unless noted: active = inhibition above about 40%.

Abbreviations: A = Bcl-XL Bim block; B = Bfl-1 Bim block; C = Bcl-W Bim block; D = RGS8-Gao; E = Bim-Bcl-B; F = ABCB1 block; G = Mcl-1 Bim block; H = RGS7-Gao; I = Bim-Bcl-2; J = RGS4-Gao reg; K = ABCG2 inh
compound: Cc1sc(Nc2ccc([N+](=O)[O-])cc2)nc1-c1c(C)n(C)n(-c2ccccc2)c1=O
  A: -2; B: -8; C: 2; D: 104; E: -8; F: 0.5; G: 0; H: 99; I: -4; J: 107; K: 4

compound: Cc1coc2cc3oc(=O)c4c(c3cc12)CCCC4
  A: -1; B: 0; C: -2; D: 100; E: -4; F: 0.7; G: -4; H: 94; I: -1; J: 94; K: 3

compound: COc1ccc(-c2nc(CS(=O)CC(=O)NCCCN3CCCC3)c(C)o2)cc1OC (stereo not drawn)
  A: -2; B: -13; C: 0; D: 102; E: -9; F: 0.7; G: 8; H: 101; I: -7; J: 102; K: 4

compound: O=[N+]([O-])c1ccc(OCCOc2ccccc2/C=N/n2cnnc2)cc1
  A: -3; B: -9; C: -4; D: 102; E: -3; F: 0.5; G: 0; H: 100; I: -1; J: 105; K: 3

compound: Cc1[nH][nH]c(=O)c1C(c1ccc(-c2ccc(Cl)c(Cl)c2)o1)c1c(C)[nH][nH]c1=O
  A: -5; B: -16; C: 0; D: 102; E: -6; F: 0.5; G: -2; H: 102; I: -8; J: 103; K: 11

compound: COC(Cc1nnc(SC)n1-c1ccccc1)OC
  A: -1; B: -3; C: 0; D: 101; E: 0; F: 0.5; G: 0; H: 100; I: -1; J: 99; K: 3

compound: Cc1cccc(OCC(=O)N2CCC(N3CCCCCC3)CC2)c1
  A: -3; B: -3; C: -3; D: 100; E: -3; F: 0.5; G: -5; H: 99; I: -2; J: 100; K: 1

compound: S=c1[nH]nc(Nc2ccccc2Cl)s1
  A: -10; B: -4; C: -6; D: 98; E: -20; F: -0.2; G: -9; H: 107; I: -6; J: 104; K: 0

compound: CCOC(=O)c1ccc(NC2Nc3cc(C)nn3S2)cc1 (stereo not drawn)
  A: -3; B: 2; C: -6; D: 101; E: -5; F: -0.6; G: -3; H: 103; I: -1; J: 104; K: 0

compound: CNc1nc(Nc2ccc(C)c(Cl)c2)nc(N)c1[N+](=O)[O-]
  A: -5; B: -14; C: -5; D: 101; E: -11; F: 0.6; G: -3; H: 102; I: -9; J: 103; K: 7

compound: CC1=C(C(=O)Nc2ccc(C)cc2)C(c2ccc(N(C)C)cc2)NC(=O)N1 (stereo not drawn)
  A: -6; B: -16; C: -2; D: 101; E: -7; F: 0.9; G: -3; H: 103; I: -12; J: 100; K: 12

compound: CN(C(=O)COc1cc(=O)n(C)c2ccccc12)c1ccc(Cl)cc1
  A: -1; B: -10; C: 2; D: 100; E: -5; F: -1.6; G: -2; H: 97; I: -9; J: 98; K: 0

compound: Cc1ccc2nc(NC(=O)CSCc3ccccc3)sc2c1
  A: 0; B: 0; C: 0; D: 100; E: 0; F: 1.4; G: -1; H: 97; I: 0; J: 97; K: 6

compound: COc1ccc(CC(=O)Nc2cc(C)on2)cc1OC
  A: -1; B: -7; C: 2; D: 100; E: -2; F: 0.1; G: 0; H: 104; I: 0; J: 106; K: 0

compound: NC(=O)CSc1nnc(-c2ccc(S(=O)(=O)N3CCCC3)cc2)n1Cc1ccco1
  A: -3; B: 8; C: -4; D: 136; E: 2; F: -0.3; G: -7; H: 115; I: 2; J: 118; K: -1

compound: CCCC1CC(CSc2ncn[nH]2)OC1=O (stereo not drawn)
  A: -3; B: 0; C: -3; D: 99; E: -5; F: 1.2; G: -1; H: 96; I: 0; J: 94; K: 11

compound: CC(c1nc2ccccc2c(=O)[nH]1)N1CCN(C)CC1 (stereo not drawn)
  A: -1; B: 0; C: -1; D: 101; E: 0; F: 0.4; G: -2; H: 102; I: 1; J: 101; K: 2

compound: CC(C)(C)c1ccc(C(=O)N2CCC(C(=O)NCc3ccncc3)CC2)cc1
  A: -16; B: -8; C: -2; D: 96; E: -7; F: -0.2; G: -10; H: 94; I: -5; J: 95; K: -1

compound: O=C1c2cccnc2C(=O)N1Cc1ccco1
  A: -2; B: -7; C: 3; D: 117; E: -8; F: -0.1; G: -2; H: 115; I: -8; J: 119; K: 2

compound: Cc1cc(C(=O)CSc2nnc(N)s2)c(C)n1CCc1ccc(F)cc1
  A: -4; B: 3; C: -2; D: 97; E: -2; F: 0.8; G: -2; H: 101; I: -5; J: 99; K: 8

compound: Nc1nc2ccccc2n1/N=C/c1ccc(Br)cc1
  A: 7; B: 0; C: 2; D: 88; E: 4; F: 0.5; G: 2; H: 78; I: -1; J: 98; K: 5

compound: O=C(CSc1nnc(Cn2c(=O)sc3ccccc32)n1CCc1ccccc1)N1CCOCC1
  A: -9; B: -17; C: -4; D: 99; E: -12; F: 1.8; G: -3; H: 98; I: -11; J: 102; K: 19

compound: CCN(CC(=O)NCc1cccs1)C(=O)c1ccc(S(=O)(=O)N(C)C)cc1
  A: -2; B: -4; C: -1; D: 101; E: -3; F: 0.3; G: -1; H: ?; I: -2; J: 103; K: 0

compound: CCCn1c(/N=C/c2cc(OC)ccc2O)nc2ccccc21
  A: -4; B: 0; C: -7; D: 98; E: -3; F: 0.4; G: 0; H: 96; I: -4; J: 98; K: 2

compound: Cc1cc(/C=N/Nc2ccc([N+](=O)[O-])cn2)c(C)n1-c1ccc(C(=O)O)cc1
  A: 0; B: 3; C: 3; D: 98; E: 1; F: -1.1; G: 5; H: 93; I: 0; J: 98; K: -4

compound: Cc1ccc(C(C(=O)NC2CCCCC2)N(CCC(C)C)C(=O)CNC(=O)c2ccco2)o1 (stereo not drawn)
  A: -2; B: 0; C: -1; D: 90; E: -2; F: 2.0; G: -4; H: 96; I: -3; J: 100; K: 1

compound: Cc1cc(C)cc(N(CC(=O)N2CCN(c3ccccc3)CC2)S(=O)(=O)c2c(C)noc2C)c1
  A: -3; B: -14; C: 0; D: 100; E: -4; F: -0.9; G: -1; H: 101; I: -8; J: 100; K: -1

compound: C=C(C)Cn1c(CCNC(=O)C(C)C)nc2ccccc21
  A: -4; B: -10; C: 0; D: 99; E: -8; F: 0.8; G: 0; H: 95; I: -8; J: 98; K: 3

compound: COC(=O)C1CCN(CC(=O)Nc2cc(Cl)ccc2OC)CC1
  A: -2; B: -5; C: -2; D: 96; E: -9; F: 0.9; G: -1; H: 101; I: 0; J: 95; K: 15

compound: COc1ccccc1Nc1ccc(S(=O)(=O)N2CCCCC2)cc1[N+](=O)[O-]
  A: -4; B: -3; C: -5; D: 101; E: -4; F: 1.5; G: -16; H: 105; I: -4; J: 98; K: 29

Three compounds from above, arranged by their value in RGS4-Gao reg, falling:
compound	Bcl-XL Bim block	Bfl-1 Bim block	Bcl-W Bim block	RGS8-Gao	Bim-Bcl-B	Mcl-1 Bim block	RGS7-Gao	Bim-Bcl-2	RGS4-Gao reg
Cc1ccc(C(C(=O)NC2CCCCC2)N(CCC(C)C)C(=O)CNC(=O)c2ccco2)o1 (stereo not drawn)	-2	0	-1	90	-2	-4	96	-3	100
Nc1nc2ccccc2n1/N=C/c1ccc(Br)cc1	7	0	2	88	4	2	78	-1	98
COC(=O)C1CCN(CC(=O)Nc2cc(Cl)ccc2OC)CC1	-2	-5	-2	96	-9	-1	101	0	95

More compounds
Abbreviations: A = Bcl-XL Bim block; B = Bfl-1 Bim block; C = Bcl-W Bim block; D = RGS8-Gao; E = Bim-Bcl-B; F = ABCB1 block; G = Mcl-1 Bim block; H = RGS7-Gao; I = Bim-Bcl-2; J = RGS4-Gao reg; K = ABCG2 inh
compound: COc1cc2nc(CN3CCN(S(=O)(=O)c4ccc(C)c(C)c4)CC3)[nH]c(=O)c2cc1OC
  A: 0; B: -4; C: 0; D: 99; E: 0; F: 7.8; G: 0; H: 100; I: 1; J: 101; K: 11

compound: O=C1CC(c2ccc(S(=O)(=O)N3CCN(c4ccccc4)CC3)cc2)CN1 (stereo not drawn)
  A: -6; B: -17; C: 2; D: 100; E: -3; F: 0.7; G: -3; H: 103; I: -8; J: 103; K: 3

compound: COc1ccc(C(=O)NCCCCCC(=O)O)cc1OC
  A: 0; B: -1; C: 1; D: 96; E: 2; F: 0.3; G: 0; H: 98; I: -4; J: 98; K: 1

compound: CN(Cc1nc(-c2cccs2)no1)CC1(N2CCOCC2)CCCCC1
  A: -4; B: -5; C: 0; D: 101; E: -3; F: 0.3; G: -2; H: 106; I: 0; J: 103; K: 1

compound: CCOC(=O)C(Sc1cc(C)nc(N)n1)C(C)=O (stereo not drawn)
  A: -3; B: -1; C: -2; D: 98; E: -3; F: 0.5; G: -2; H: 104; I: -4; J: 102; K: 1

compound: CN1CCN(C(=O)c2cnn3c(C(F)F)cc(C4CC4)nc23)CC1
  A: 2; B: -11; C: 3; D: 99; E: -5; F: -0.3; G: 0; H: 102; I: -6; J: 99; K: 3

compound: CC(=O)N1CCN=C1SCc1ccc(Cl)cc1
  A: -4; B: -12; C: 0; D: 108; E: -6; F: 0.0; G: -1; H: 101; I: -7; J: 104; K: 0

compound: C=C1Cn2c(nnc2-c2ccc(Cl)cc2)S1
  A: -4; B: -3; C: -5; D: 104; E: -5; F: 0.0; G: -3; H: 102; I: -4; J: 102; K: 0

compound: CC(C)(C)c1ccc(OCc2nc(-c3ccccn3)no2)c(Br)c1
  A: -5; B: -5; C: -4; D: 99; E: -1; F: 0.6; G: -4; H: 97; I: -6; J: 100; K: 45

compound: CC(=O)Nc1ccc(-c2csc(Nc3ccc(S(N)(=O)=O)cc3)n2)cc1
  A: -1; B: 1; C: -4; D: 99; E: 3; F: -0.7; G: 0; H: ?; I: 2; J: 95; K: -2

compound: CCOc1nc(C)ccc1-c1noc(C)n1
  A: 6; B: -8; C: 0; D: 96; E: -6; F: -2.2; G: 1; H: 91; I: -8; J: 95; K: -4

compound: O=C(Nc1ccccn1)C1(c2ccccc2)CCCC1
  A: -4; B: -3; C: 0; D: 107; E: -1; F: -0.2; G: 0; H: 99; I: -4; J: 99; K: 2

compound: CC1CCN(S(=O)(=O)c2cn(CC(=O)N3CC(C)CC(C)C3)c(=O)c3ccccc23)CC1 (stereo not drawn)
  A: -4; B: -2; C: -3; D: 125; E: -6; F: 4.8; G: -4; H: 103; I: -2; J: 112; K: 14

compound: Cc1cc(/C=C2/C(=O)N(C)C(=S)N2C)ccc1N1CCCC1
  A: -6; B: -6; C: -8; D: 100; E: -27; F: 18; G: -10; H: 133; I: -14; J: 112; K: 29

compound: COc1cccc(C2=NOC(C(=O)Nc3cccnc3Cl)C2)c1 (stereo not drawn)
  A: 0; B: -4; C: 0; D: 99; E: 0; F: 0.2; G: -1; H: 95; I: 1; J: 102; K: 0

compound: COc1cccc(C(=O)NCCN2CCOCC2)c1
  A: 0; B: 0; C: -2; D: 115; E: -1; F: 0.6; G: -2; H: 105; I: -2; J: 107; K: 2

Rows were taken by chance. Share with any hit: about 0.94%.
